Bioassay records deposited in PubChem by National Center for Advancing Translational Sciences (NCATS).
GRP78 ERSR act – qHTS for Inducers of the Endoplasmic Reticulum Stress Response (ERSR) in Human Glioma: qHTS; U87-MG GRP78 promoter luciferase reporter, 16 h; Potency, µM, inactives show at the top dose activation, most hits filed as activators; 0.02% of 420,000 active; note: potency is the fitted concentration of half-maximal effect; series mostly up to about 76 µM; % of control where 0% means no effect; nearly all actives have a fitted effect of over 35% in size
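ERSR induction read as luciferase luminescence (Bright-Glo, 10 min at room temperature) in stably transfected human U87-MG glioma cells exposed to compounds for 16 h, using GRP78 as sensor.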
D2 ag – HTS Assay for Allosteric Agonists of the Human D2 Dopamine Receptor: Primary Screen for Agonists; D(2) dopamine receptor (Homo sapiens), P14416; 0.53% of 340,000 active; HEK293 T-REx D2 cells, calcium flux agonist mode; activation, % at 2 µM;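 active = activation over 3 SD above normal in the single-dose calcium agonist read, cut at about 30% in these data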; note: 0% is about no effect
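Tetracycline-induced HEK293 T-REx cells with force-coupled D2 receptor, plated overnight at 30 C, loaded with no-wash calcium dye. After a 10 s baseline, compound was pin-added and calcium flux read kinetically for 180 s; calcium rises flagged agonists.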
ERG Ets-DNA blk – qHTS for Small Molecule Inhibitors of the ERG Ets/DNA interaction; Transcriptional regulator ERG (Homo sapiens), P11308; fluorescence polarization, His-ERG Ets domain / labelled DNA; Potency, µM (series often up to 76.9 µM), for the others: top-dose FP activity, negative = inhibition, actives largely listed as inhibitors; 0.028% of 370,000 active; AID 624246, 2012; active = well fitted inhibition curve with a large enough effect in the polarisation, with a control signal flat; inconclusive = small, poorly fitted or top-dose-only effect, or effect the other way, or a change in a side signal; inactive = no such curve, though single readings can be large or run the other way; the % refers to the polarisation;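 note: polarization taken with two DNA probes labelled with fluorescein and Texas red; potency is the fitted concentration of half-maximal effect; % of control where 0% means no effect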
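His-tagged ERG Ets domain (1 uM in the protein solution; 300mM KCl, 50mM Tris-HCl, 1mM EDTA, 1mM DTT, pH 7.5) received compound, then a probe mix of 5 nM fluorescein-DNA and 100nM Texas-615-DNA. Fluorescence polarization was read for both dyes.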
LDHA inh – qHTS assay for inhibitors of human lactate dehydrogenase | L-lactate dehydrogenase A chain (Homo sapiens), P00338 | 0.15% of 480,000 active | activity change, % (values are at about 110 or 230 µM) | purified LDHA, NADH/diaphorase-resazurin fluorescence; hits give low values | AID 1347041, 2019; in the data active = activity change below about -30%; inconclusive = mostly about -25% to -30%;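 note: plate controls were DMSO wells for no effect and wells without enzyme for full effect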
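LDH5 2 nM; NADH 0.06 mM, pyruvate 0.2 mM; 200 mM Tris pH 7.4, EDTA, Tween-20; 5 min RT. Detection: diaphorase 0.133 mg/mL + resazurin 37 µM, fluorescence ex540/em590 at 0 and 20 min; normalized to enzyme-free and DMSO wells.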
Vif-APOBEC3G blk – qHTS for Inhibitors of Vif-A3G Interactions: qHTS | DNA dC->dU-editing enzyme APOBEC-3G (Homo sapiens), Q9HC16 | Potency, µM (titrated, usually from 46.1 µM), without a hit: top-dose activity, negative = active, usual class: inhibitors | HeLa A3G-eYFP + Vif (tagged APOBEC3G with the HIV-1 protein that degrades it), YFP fluorescence, overnight | 0.076% of 410,000 active | AID 602310, 2012;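 note: potency is the fitted concentration of half-maximal effect; % is set by controls: 0 for no effect and ±100 for the full control effect; nearly all actives have a fitted effect of over 60% in size; hits raise eYFP signal because A3G escapes Vif-driven loss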
Target sequence (Q9HC16 whole entry, looked up): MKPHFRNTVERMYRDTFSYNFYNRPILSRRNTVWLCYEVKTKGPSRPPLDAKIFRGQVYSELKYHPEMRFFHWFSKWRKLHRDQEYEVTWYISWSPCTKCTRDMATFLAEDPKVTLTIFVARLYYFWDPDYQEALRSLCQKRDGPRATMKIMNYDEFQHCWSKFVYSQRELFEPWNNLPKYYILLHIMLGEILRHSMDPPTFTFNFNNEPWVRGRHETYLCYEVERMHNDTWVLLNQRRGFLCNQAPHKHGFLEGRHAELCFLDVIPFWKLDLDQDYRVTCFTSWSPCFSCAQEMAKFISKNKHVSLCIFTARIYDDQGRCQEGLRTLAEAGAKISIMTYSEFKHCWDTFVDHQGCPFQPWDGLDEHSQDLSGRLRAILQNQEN
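HeLa cells stably expressing Vif and C-terminally eYFP-tagged A3G, seeded overnight at 37 deg C, then exposed to compound by pintool overnight at 37 deg C. Rise in yellow fluorescence (Ex 488/Em 500-530, Acumen) marks blocked Vif-driven A3G degradation.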
Vif-A3F inh – qHTS for Inhibitors of Vif-A3F Interactions: qHTS; 0.2% of 390,000 active; Potency, µM (highest dose often 46.1 µM), for the others: at the highest dose activity, negative = active; AID 602313, 2012; HeLa A3F-eYFP + Vif (tagged APOBEC3F with the HIV-1 protein that degrades it), YFP fluorescence increase; note: potency is the fitted concentration of half-maximal effect; % of control where 0% means no effect; nearly all actives have a fitted effect of over 65% in size
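HeLa cells stably expressing Vif plus C-terminally eYFP-tagged A3F were seeded, incubated overnight at 37 deg C, dosed with compound, incubated overnight again at 37 deg C. Yellow fluorescence (Ex 488/Em 500-530) reported blocked Vif-mediated A3F-eYFP degradation.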
RGS4 inh – Inhibitors of Regulator of G Protein Signaling (RGS) 4: qHTS. Regulator of G-protein signaling 4 (Homo sapiens), P49798. Transcreener GDP fluorescence polarization, RGS4-accelerated GTP hydrolysis. Potency, µM (highest dose often 114 µM), for the others: top-dose activity change, negative = inhibition, hits mostly inhibitors. 0.039% of 390,000 active. AID 504845, 2011; note: potency is the fitted concentration of half-maximal effect; % is set by controls: 0 for no effect and ±100 for the full control effect; nearly all actives have a fitted effect of over 75% in size; some results filed as inactive show a strong effect at the top dose
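MLSMR compounds (23 nl, pin-transferred) preincubated 10 min at room temperature with a 500nM (2x) first reagent, then RGS4 at 900nM (2x) plus Transcreener GDP mix added; fluorescence polarization (620/688 nm) read before and after 90 min at 30 °C.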
ALOX12 inh – Primary qHTS assay for inhibitors of human arachidonate 12S-lipoxygenase (ALOX12): Round 2 | Polyunsaturated fatty acid lipoxygenase ALOX12 (Homo sapiens), P18054 | purified 12hLO, xylenol orange hydroperoxide absorbance | Potency, µM (doses to about 108 µM), without a hit: at the top dose activity change, negative = inhibition, most hits filed as inhibitors | 1.1% of 580,000 active; note: potency is the fitted concentration of half-maximal effect; % is set by controls: 0 for no effect and ±100 for the full control effect
Target sequence (P18054 whole entry, looked up): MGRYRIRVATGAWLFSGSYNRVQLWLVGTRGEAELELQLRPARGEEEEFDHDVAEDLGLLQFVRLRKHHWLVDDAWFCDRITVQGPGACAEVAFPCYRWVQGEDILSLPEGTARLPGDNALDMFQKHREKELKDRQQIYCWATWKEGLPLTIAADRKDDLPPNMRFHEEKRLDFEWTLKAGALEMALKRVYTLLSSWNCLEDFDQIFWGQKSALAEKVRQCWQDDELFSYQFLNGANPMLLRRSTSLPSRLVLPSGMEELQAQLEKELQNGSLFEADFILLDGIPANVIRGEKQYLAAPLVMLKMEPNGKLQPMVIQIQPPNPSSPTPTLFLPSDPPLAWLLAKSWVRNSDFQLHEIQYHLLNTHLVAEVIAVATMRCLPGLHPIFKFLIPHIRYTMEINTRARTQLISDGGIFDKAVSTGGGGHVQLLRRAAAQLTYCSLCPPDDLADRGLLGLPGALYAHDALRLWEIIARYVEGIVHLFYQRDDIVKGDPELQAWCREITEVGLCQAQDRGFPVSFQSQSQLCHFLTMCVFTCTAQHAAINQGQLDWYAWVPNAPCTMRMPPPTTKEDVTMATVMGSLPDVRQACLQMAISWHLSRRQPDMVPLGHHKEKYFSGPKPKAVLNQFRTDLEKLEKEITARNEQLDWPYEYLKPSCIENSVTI
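Hydroperoxide product was detected by ferrous iron/xylenol orange as the 573 to 405 nm absorbance ratio. Arachidonic acid at 40 uM (final) was turned over for 30 min at room temperature by 150 nM human 12hLO, pH 7.0 Hepes buffer, after 15 min compound preincubation.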
D2 antagonist – HTS Assay for Allosteric Antagonists of the Human D2 Dopamine Receptor: Primary Screen for Antagonists. D(2) dopamine receptor (Homo sapiens), P14416. HEK293 TREx D2 cells, calcium flux, dopamine EC80. inhibition, % at 10 µM. 2% of 340,000 active; in the data active = inhibition above about 30%; note: 0% is about no effect
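Read-out: kinetic calcium fluorescence (1 cycle/s) in inducible HEK293 T-REx D2 cells after an EC80 dopamine addition that followed 180 s compound preincubation. Loss of the dopamine response indicates antagonism.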
An asterisk follows results filed as active; ? = inconclusive; . = no result given; & = joins results of further samples; [ ] = another dose, or the depositor's remark. Unless noted, calls come from the whole dose curve; as a rule, active = well fitted curve in the direction sought with a large enough effect; inconclusive = small, poorly fitted or top-dose-only effect, or another doubt; inactive = no such curve, though single readings can be large; an effect the other way counts as inactive or inconclusive. This is a subset, so the mix of outcomes need not match the whole.

molecule	GRP78 ERSR act	D2 ag	ERG Ets-DNA blk	LDHA inh	Vif-APOBEC3G blk	Vif-A3F inh	RGS4 inh	ALOX12 inh	D2 antagonist
CS/C(=N\S(=O)(=O)c1cccs1)Nc1ccc(N2CCOCC2)cc1	-0.8%&-6.4%	1.2	.	-6.4&-3.5	-0.7%&-0.2%	-0.5%&5.5%	2.8%	10.3%&-21.5%	-2.5
Cc1cc(=O)c2ccccc2n1Cc1ccccc1	-2.3%	-0.6	20.6%	3.8	-1.2%	-1.1%	-2.0%	-3.3%	-2.2
COc1ccc(C(=O)OC(C)C(=O)NC(C)CCc2ccccc2)c(OC)c1 (centres undefined)	-2.8%	1.2	2.9%	-0.5	-1.6%	-6.4%	?	-18.4%	-3.6
COc1ccc(N2C(=O)CC(NNc3ncc(Cl)cc3Cl)C2=O)cc1 (centres undefined)	-0.9%	1.1	0.7%	-3.6	-0.1%	-15.7%	-12.4%	-14.2%	8.0
CCc1ccccc1NC(=O)CN1CCN(C(=O)CN2C(=O)NC3(CCCCC3C)C2=O)CC1 (centres undefined)	-4.2%	-0.7	-13.2%	-1.6	3.0%	0.0%	-4.8%	-12.1%	-5.8
COC(=O)c1ccc(Nc2ncnc3c2cnn3C)cc1	-1.8%	-0.4	-1.1%	2.3	0.9%	7.4%	5.7%	-21.6%	.
COC(=O)c1ccc(C(=O)OC)c(-n2c(=O)c3ccccc3c3ccccc3c2=O)c1	-9.6%	0.4	8.4%	-1.4	-24.9%	-0.5%	?	19.7%	-8.4
CCS(=O)(=O)c1nn2c(N)c(/C=C3/C=CC(=O)C(OC)=C3)c(=O)nc2s1	-3.5%	4.3	-1.1%	-0.8	-8.3%	20µM*	-12.0%	-26.8%	-23.2
COc1cccc(-c2nnc(NC(=O)Cc3cccs3)s2)c1	-3.4%	-0.8	3.4%	-2.4	-0.4%	-3.0%	-14.7%[11.4 µM]	?	-4.9
COc1ccc(S(=O)(=O)N2CCC(C(=O)NCCC(=O)NC3CC3)CC2)cc1	-0.6%	-0.6	-2.0%	-9.5	1.2%	-12.3%	17.1%	-4.4%	-11.2
CCc1nc(=O)c(-c2ccccc2)c(C)n1-c1ccccc1	-5.1%	-0.2	5.8%	0.5	1.3%	-0.4%	32.2%	-24.9%	-11.6
Cc1cc(O)c2c(-c3ccccc3)cc(=O)oc2c1	-1.0%	2.0	8.0%	-4.6	3.3%	5.8%	-13.4%	-39.7%	-10.8
Cc1cccc(C)c1NC(=O)CNC(=O)C(C)N1CCN(c2cccc(Cl)c2)CC1 (centres undefined)	-3.4%	0.0	-0.1%	-4.5	0.6%	2.3%	-4.8%	-1.1%	5.9
CCCCn1c(N)c(N(CCOC)C(=O)c2oc3ccc(OCC)cc3c2C)c(=O)[nH]c1=O	-1.7%	0.6	3.1%	-5.8	0.0%	3.5%	3.5%	-4.0%	-5.0
NC(=O)NC(=O)COC(=O)c1cccnc1Nc1ccccc1F	-0.6%	-0.3	11.5%	-5.0	-2.3%	3.0%	11.2%	5.4%	23.4
CS(=O)(=O)N(CC(=O)N1CCN(c2cccc(Cl)c2)CC1)C1CCCCC1	-0.4%	0.2	-2.2%	-5.9	-0.6%	-1.2%	-16.8%	0.0%	2.6
CCn1ccc(C(=O)NC2=NCCS2)n1	1.4%	-1.7	.	-6.1	-2.7%	-2.9%	-22.4%	15.8%	14.6
CCOC(=O)C/C(C)=N/NC(=O)C1CC1(c1ccccc1)c1ccccc1 (centres undefined)	-5.0%	-0.7	1.1%	2.6	-5.1%	10.2%	-24.7%	6.6%	21.6
CC(C)N1CC(C(=O)Nc2ccc(Cl)cc2Cl)CC1=O (centres undefined)	-3.9%	.	.	-15.9	-2.7%	1.8%	.	14.3%	.
Cn1c(=O)c2c(nc(SCC(=O)Nc3ccccc3)n2C)n(C)c1=O	-3.7%	1.1	-0.5%	-2.7	-1.7%	3.7%	-11.1%	2.2%[57.4 µM]	-0.9
CCOc1ccc(-n2nc3ccc(NC(=O)c4ccc(OC)c(Cl)c4)cc3n2)cc1	-2.4%	0.4	1.9%	-1.2	3.2%	-0.4%	13.6%	?	.
COc1ccc(CCn2nnc3ccccc3c2=O)cc1OC	-2.1%	.	.	-5.2	-1.7%	1.3%	.	-2.7%	.
CS(=O)(=O)N1CCN=C1SCc1ccccc1	-3.2%	-1.7	0.1%	-4.5	5.8%	-0.5%	-14.2%	10.3%	-20.9
CCOC(=O)c1cc(C(C)=O)c(=O)n(C)c1N	-1.8%	0.4	-12.6%	-0.9	-6.4%	-5.8%	17.0%[11.4 µM]	14.6%	1.6
COc1ccc(Cl)cc1NC(=O)CN(C)C(=O)CSc1ccc2c(c1)OCCO2	-2.6%	0.0	-3.1%	-1.6	1.2%	-3.1%	-11.2%	174.2%[activator]	-13.0
O=C(CCC1N=C2c3ccccc3N=C(SCC(=O)Nc3ccc(F)cc3)N2C1=O)NCc1ccco1 (centres undefined)	1.1%	-0.5	-0.9%	-0.1	8.9%	-2.0%	-25.6%	-19.9%	.
Cc1ccc(C2CC(=O)Nc3cc4c(cc32)OCCO4)cc1Br (centres undefined)	-1.9%	0.2	-2.9%	0.1	-18.3%	-24.5%	10.1%	-23.4%	.
COc1ccc(/C=N/Nc2cc(C)nc(-n3nc(C)cc3C)n2)c(OC)c1	-8.0%	-1.8	-0.2%	4.5	-16.7%	-13.8%	-21.6%	-15.5%	-14.7
CC(=O)Nc1ccc(S(=O)(=O)/N=C2\C(=O)c3ccccc3C([O-])=C2n2cc[n+](-c3ccccn3)c2)cc1	16.4%	-0.1	6.6%	11.5	1.3%	-12.2%	-32.8%	?	-2.7
O=C(COC(=O)c1ccncc1)c1ccc(Br)cc1	-6.6%	-0.4	3.6%	-4.2	2.3%	2.7%	-34.0%	4.3%	4.0
O=C(O)C(CO)N=Cc1c(O)c2ccccc2oc1=O (centres undefined)	-3.3%	-0.4	2.0%	7.2	0.0%	0.0%	-12.1%	-0.6%	-15.1
CC(C)=CC(=O)Nc1c(C)cc(C)cc1Cl	1.1%	-1.3	-9.7%	-3.8	-3.1%	3.5%	-3.8%	-3.8%	1.0
CC1CCCC2(C1)NC(=S)c1c(sc3c1CCCC3)N2 (centres undefined)	-8.1%	0.1	1.1%	2.7	-7.0%	-13.5%	?	-12.3%	3.1
CC(C)(C)CC(=O)N[C@@H](Cc1ccccc1)c1nc2ccccc2[nH]1	0.6%	-0.8	11.1%	18.4	2.6%	2.8%	-5.0%	.	-3.5
CCn1c(SCC(=O)NNC(=O)c2ccccc2)nnc1-c1ccncc1	-0.9%	-1.1	-4.3%	-4.0	1.7%	-3.4%	-14.3%	?	27.2
CC(=O)Nc1cnc(-c2ccccc2C(C)=O)cn1	-0.4%	.	.	-3.4	-5.8%	.	.	?	.
COc1cc2c(cc1OC)C(c1cccs1)N(C(=O)c1cccnc1)CC2 (centres undefined)	-3.4%	0.2	8.3%	-1.6	?	-0.4%	-4.1%	0.7%	1.9
Cc1ccc(-c2nnc(Nc3cccc(O)c3)c3ccccc23)cc1S(=O)(=O)N1CCCCC1	-1.1%	-2.3	-0.3%	-0.3	-3.4%	2.1%	-23.5%	-17.4%	.
CS(=O)(=O)N(CC(=O)NC1CCCCC1)c1cccc(Cl)c1	-2.3%	0.4	-0.7%	-2.5	4.5%	-5.4%	-22.0%[11.4 µM]	0.0%	13.5
COc1ccc(Cl)cc1NC(=O)CN1C(=O)CSc2ccc(S(=O)(=O)N3CCCC3)cc21	-3.0%	0.0	2.2%	0.1	-1.2%	-0.3%	11.4%	-19.0%	.
CCn1c2c(c3cc(Br)ccc31)CCC/C2=N\O	2.8%	0.3	-4.3%	0.5	-4.4%	-9.3%	-8.4%	?	-2.3
FC(F)(F)Oc1ccc(-c2cn3cccnc3n2)cc1	0.9%	-0.4	10.2%	-2.7	0.1%	-12.0%	4.8%	353.3%[activator]	-0.6
